Screening results deposited in PubChem by The Scripps Research Institute Molecular Screening Center.
OX1R antag-1 = human HCRTR1 antagonism. O43613. CHO/OX1R cells, Fluo-8 calcium fluorescence, orexin A. inhibition, % at 5 µM. 330,000 tested, 0.43% active. AID 434989;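 active = inhibition above its plate's threshold, mean inhibition of all tested compounds on the plate plus 3 SD, cut at about 37% in these data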;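 note: 0% = orexin A challenge wells and 100% = SB-334867-A antagonist wells; not every result past the cut was called active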
Target sequence (O43613 whole entry, looked up): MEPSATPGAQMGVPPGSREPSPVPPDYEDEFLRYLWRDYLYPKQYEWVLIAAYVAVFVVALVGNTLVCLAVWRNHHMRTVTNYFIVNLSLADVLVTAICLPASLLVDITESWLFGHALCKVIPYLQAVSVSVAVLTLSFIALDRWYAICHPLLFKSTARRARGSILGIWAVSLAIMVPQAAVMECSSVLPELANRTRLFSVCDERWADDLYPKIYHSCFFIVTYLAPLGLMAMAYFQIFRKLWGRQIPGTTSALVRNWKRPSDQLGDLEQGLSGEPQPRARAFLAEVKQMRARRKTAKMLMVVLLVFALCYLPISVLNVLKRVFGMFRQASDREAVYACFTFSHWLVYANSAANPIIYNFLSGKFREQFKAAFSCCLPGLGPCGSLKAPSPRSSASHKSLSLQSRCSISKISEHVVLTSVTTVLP
OX1R antag-2 = blocks the human orexin 1 receptor | OX1R-expressing cells, FRET antagonist read-out | inhibition, % at 6.6 µM | 330,000 tested, 1.8% active | AID 485270; in the data active = inhibition mostly above about 38%, no sharp cut-off; inactive = mostly below about 40%;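 note: 0% = agonist challenge alone and 100% = reference antagonist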
Active calls of the source: *.

Results for O=C(CCCO)N/N=C/c1ccccc1[N+](=O)[O-] ?
OX1R antag-1: 3.6; OX1R antag-2: 31.3

What do the screens show for `CCOC(=O)C(NC(=O)CC)(Nc1sc(C)c(CC)c1C#N)C(F)(F)F` (centres undefined)?
OX1R antag-1: -25.4; OX1R antag-2: 14.3

Results for COc1cc2c(cc1NC(=O)COC(=O)C(CCSC)NC(=O)c1ccccc1Cl)oc1ccccc12 (centres undefined) ?
OX1R antag-1: -22.4; OX1R antag-2: 11.8

How did CC(C)c1ccccc1NC(=O)c1cnccn1 do in these assays?
OX1R antag-1: -2.0; OX1R antag-2: 6.0

How did CC(=O)Nc1ccc(S(=O)(=O)N[C@@H](C)C(=O)N2CCN(C/C=C/c3ccccc3)CC2)cc1 do in these assays?
OX1R antag-1: -12.2; OX1R antag-2: 9.7

Results for COCCOC(=O)C1=C(C)NC(=O)NC1c1c(Cl)nc2ccccn2c1=O (centres undefined) ?
OX1R antag-1: 5.7; OX1R antag-2: 11.7

Results for CCN(CC(=O)NC1CCS(=O)(=O)C1)S(=O)(=O)c1ccc(F)cc1 (centres undefined) ?
OX1R antag-1: -8.1; OX1R antag-2: 14.0

What do the screens show for `OC(c1ccccc1)c1nccc2ccccc12` (centres undefined)?
OX1R antag-1: -4.7; OX1R antag-2: 14.2

Results for COc1ccc(CCNC(=O)c2ccc(N3CCCC3=O)cc2)cc1 ?
OX1R antag-1: -9.7; OX1R antag-2: 14.5

Results for CCOC(=O)C1=C(C)N(CC)C(=S)NC1c1ccccc1OC(F)F (centres undefined) ?
OX1R antag-1: -28.8; OX1R antag-2: 24.3

What do the screens show for `CC(=O)c1ccc(NC(=O)CN2CCN(c3ncccn3)CC2)cc1`?
OX1R antag-1: -10.7; OX1R antag-2: 21.8

What do the screens show for `CN(Cc1ccccc1)Cc1c(O)ccc2ccccc12`?
OX1R antag-1: 4.5; OX1R antag-2: 9.6

How did CCCCn1c(NC(=O)C2CCCCC2)nc2ccccc21 do in these assays?
OX1R antag-1: -26.1; OX1R antag-2: 43.8

Results for COc1cccc(N2CCN(C3CCCC(C)C3)CC2)c1 (centres undefined) ?
OX1R antag-1: -24.2; OX1R antag-2: 6.5

Results for C=C1CCN([C@@H](C)C(=O)NCc2cc(OC)c(OC)c(OC)c2)S(=O)(=O)c2ccccc21 ?
OX1R antag-1: -24.1; OX1R antag-2: 32.7

What do the screens show for `CC(C)Cc1ccc(C(C)C(=O)Nc2nccs2)cc1` (centres undefined)?
OX1R antag-1: 48.7*; OX1R antag-2: 21.8

What do the screens show for `COc1ccc(CCNC(=O)c2ccc3c(c2)N(Cc2ccc(C)cc2)CCS3)cc1OC`?
OX1R antag-1: -25.0; OX1R antag-2: 19.1

How did CC(C(=O)NCc1ccccc1Cl)n1cc([N+](=O)[O-])cn1 (centres undefined) do in these assays?
OX1R antag-1: -5.4; OX1R antag-2: 6.5

What do the screens show for `CC1CCCCN1C(=O)C(=O)c1cn(CC(=O)N2CCCC2)c2ccccc12` (centres undefined)?
OX1R antag-1: -8.5; OX1R antag-2: 7.7

How did COc1ccc(-c2nn(-c3ccccc3)cc2C(=O)NC2CC2)cc1 do in these assays?
OX1R antag-1: -6.6; OX1R antag-2: 11.3

What do the screens show for `O=C(Nc1ccc(F)cc1)c1cccc2ccccc12`?
OX1R antag-1: -23.6; OX1R antag-2: -6.9

Results for O=C(Nc1ccccc1Cl)c1csc(-c2cccnc2)n1 ?
OX1R antag-1: -11.2; OX1R antag-2: 37.2

How did CC(=O)c1cccc(S(=O)(=O)Nc2c(C)nn(C)c2C)c1 do in these assays?
OX1R antag-1: -21.7; OX1R antag-2: 5.8

How did Cc1cc(C)n(C(=O)CNC(=O)Cc2ccccc2)n1 do in these assays?
OX1R antag-1: -3.7; OX1R antag-2: 3.8

Results for COc1cc2c(cc1OC)-c1cc(Nc3ccc(N(C)C)cc3)nc(=O)n1CC2 ?
OX1R antag-1: -11.7; OX1R antag-2: 4.9

Results for COC(=O)c1sccc1NC(=O)Nc1ccccc1F ?
OX1R antag-1: -25.6; OX1R antag-2: 18.0

What do the screens show for `COc1ccc(Cl)cc1NC(=O)C1(c2cccs2)CCOCC1`?
OX1R antag-1: -20.1; OX1R antag-2: 28.3

What do the screens show for `Cc1ccc(S(=O)(=O)Nc2ccccn2)cc1[N+](=O)[O-]`?
OX1R antag-1: -7.9; OX1R antag-2: 40.4

Results for CC1CCCN(C(=O)COC(=O)CNC(=O)c2ccc(Br)cc2)C1 (centres undefined) ?
OX1R antag-1: -12.3; OX1R antag-2: 12.2

What do the screens show for `CSc1ccccc1C(=O)NCc1ccc2c(c1)OCO2`?
OX1R antag-1: 4.4; OX1R antag-2: 2.3

What do the screens show for `CC1Cc2ccccc2N1C(=O)CSc1nnc(Cn2nnc3ccccc32)n1C` (centres undefined)?
OX1R antag-1: -31.7; OX1R antag-2: 15.1

What do the screens show for `Cc1cc2ncn(/N=C/c3ccc(-c4ccccc4)o3)c2cc1C`?
OX1R antag-1: -44.9; OX1R antag-2: 16.1

Results for CCC(C)c1ccc(NC(=S)NN2CCOCC2)cc1 (centres undefined) ?
OX1R antag-1: -21.9; OX1R antag-2: -0.4

How did COC(=O)C1=C(C)Nc2nc3ccccc3n2C1c1ccccc1F (centres undefined) do in these assays?
OX1R antag-1: -44.1; OX1R antag-2: 4.3

How did COc1ccc(CCn2c(C)cc(C(=O)CSc3nc(N)cc(=O)[nH]3)c2C)cc1 do in these assays?
OX1R antag-1: 5.7; OX1R antag-2: 20.3

Results for COc1cc(C(C)=O)ccc1OCC(O)CNCC(O)c1ccccc1 (centres undefined) ?
OX1R antag-1: -27.2; OX1R antag-2: -3.1

How did Cc1ccc(Cl)cc1N1CCN(C(=O)c2ccc(CN3CCOCC3)cc2)CC1 do in these assays?
OX1R antag-1: -32.3; OX1R antag-2: 6.0

How did CC1CCCN(c2ccc3nncn3n2)C1 (centres undefined) do in these assays?
OX1R antag-1: -3.6; OX1R antag-2: -3.6

What do the screens show for `CNC1(C)[C@H]2CC[C@H](C2)C1(C)C` (some centres undefined)?
OX1R antag-1: -4.8; OX1R antag-2: 6.3

How did CCn1c(CSc2nc3ccccc3s2)nnc1SCC(=O)c1ccc2c(c1)OCCO2 do in these assays?
OX1R antag-1: -24.0; OX1R antag-2: 38.0

Filtered by structure, the entries above with an aryl methoxy group (10)
Results for COc1cc2c(cc1NC(=O)COC(=O)C(CCSC)NC(=O)c1ccccc1Cl)oc1ccccc12 (centres undefined) ?
OX1R antag-1: -22.4; OX1R antag-2: 11.8

Results for COc1ccc(CCNC(=O)c2ccc(N3CCCC3=O)cc2)cc1 ?
OX1R antag-1: -9.7; OX1R antag-2: 14.5

Results for COc1cccc(N2CCN(C3CCCC(C)C3)CC2)c1 (centres undefined) ?
OX1R antag-1: -24.2; OX1R antag-2: 6.5

Results for C=C1CCN([C@@H](C)C(=O)NCc2cc(OC)c(OC)c(OC)c2)S(=O)(=O)c2ccccc21 ?
OX1R antag-1: -24.1; OX1R antag-2: 32.7

What do the screens show for `COc1ccc(CCNC(=O)c2ccc3c(c2)N(Cc2ccc(C)cc2)CCS3)cc1OC`?
OX1R antag-1: -25.0; OX1R antag-2: 19.1

How did COc1ccc(-c2nn(-c3ccccc3)cc2C(=O)NC2CC2)cc1 do in these assays?
OX1R antag-1: -6.6; OX1R antag-2: 11.3

Results for COc1cc2c(cc1OC)-c1cc(Nc3ccc(N(C)C)cc3)nc(=O)n1CC2 ?
OX1R antag-1: -11.7; OX1R antag-2: 4.9

What do the screens show for `COc1ccc(Cl)cc1NC(=O)C1(c2cccs2)CCOCC1`?
OX1R antag-1: -20.1; OX1R antag-2: 28.3

How did COc1ccc(CCn2c(C)cc(C(=O)CSc3nc(N)cc(=O)[nH]3)c2C)cc1 do in these assays?
OX1R antag-1: 5.7; OX1R antag-2: 20.3

Results for COc1cc(C(C)=O)ccc1OCC(O)CNCC(O)c1ccccc1 (centres undefined) ?
OX1R antag-1: -27.2; OX1R antag-2: -3.1

(more compounds)
How did COCCn1c(SCc2ccc(OC)c(F)c2)nnc1-c1ccncc1 do in these assays?
OX1R antag-1: -16.7; OX1R antag-2: 23.6

How did Cc1cc(Br)ccc1SCC(=O)NCC(c1ccco1)N1CCCCC1 (centres undefined) do in these assays?
OX1R antag-1: -44.7; OX1R antag-2: 6.4

What do the screens show for `Cc1ccccc1CN1CCN(CC(=O)NCc2ccccc2)C1=O`?
OX1R antag-1: 6.1; OX1R antag-2: 8.4

How did CCOC(=O)n1c(=O)n(Cc2ccc(Cl)c(Cl)c2)c2ccccc21 do in these assays?
OX1R antag-1: -25.1; OX1R antag-2: 12.2

How did O=C(c1cnc2n(c1=O)CCS2)N1CCc2ccccc21 do in these assays?
OX1R antag-1: -28.9; OX1R antag-2: 16.0

How did COC(=O)CNC(=O)CSc1nc2sc(-c3ccccc3)cc2c(=O)n1-c1ccccc1 do in these assays?
OX1R antag-1: -6.7; OX1R antag-2: 18.8

How did COc1ccnc(N=CNOCc2ccc(C)cc2)c1C#N do in these assays?
OX1R antag-1: -12.6; OX1R antag-2: 1.6

Results for C=CCN(CC=C)C(=O)C1CCN(Cc2ccc(OCc3ccccc3)cc2)CC1 ?
OX1R antag-1: -28.6; OX1R antag-2: 5.4

Results for COc1ccc2c(c1)C(C1C(=O)CCCC1=O)c1ccccc1O2 (centres undefined) ?
OX1R antag-1: -14.1; OX1R antag-2: 7.6

What do the screens show for `CCOC(=O)c1ccc(N2CCOCC2)c(NC(=O)c2ccc3c(c2)OCO3)c1`?
OX1R antag-1: -18.2; OX1R antag-2: 20.6

How did O=C(NCc1ccc2c(c1)OCO2)NC12CC3CC(CC(C3)C1)C2 do in these assays?
OX1R antag-1: -14.8; OX1R antag-2: 5.0

What do the screens show for `FC(F)(F)c1cnc(Sc2ncn[nH]2)c(Cl)c1`?
OX1R antag-1: -16.7; OX1R antag-2: 18.3

Results for COc1ccc(C(=O)NCC(=O)N2CCN(c3ccc(Cl)cc3)CC2)cc1 ?
OX1R antag-1: -19.9; OX1R antag-2: 2.7

What do the screens show for `COc1ccc(NC(=O)CSc2nc3ccccc3cc2Cc2ccccc2)cc1`?
OX1R antag-1: -15.7; OX1R antag-2: 4.5

What do the screens show for `COc1cc(C(=O)NNC(=O)COc2ccccc2Cl)ccc1OCC(=O)N1CCOCC1`?
OX1R antag-1: 16.4; OX1R antag-2: -0.4

What do the screens show for `CCOC(=O)Cc1csc(N/N=C/c2ccc(C(F)(F)F)cc2)n1`?
OX1R antag-1: -27.5; OX1R antag-2: 33.6

Results for O=C1CC(c2cccc([N+](=O)[O-])c2)c2ccc3ccccc3c2N1 (centres undefined) ?
OX1R antag-1: -6.2; OX1R antag-2: 14.8

How did CCCC(=O)Nc1ccc(NC(=O)c2cccc(OC)c2)nc1 do in these assays?
OX1R antag-1: -14.9; OX1R antag-2: 30.5

Results for O=C(c1cccc(C(=O)N2CCN(c3ccc(F)cc3)CC2)c1)N1CCN(c2ccc(F)cc2)CC1 ?
OX1R antag-1: -35.3; OX1R antag-2: 11.2

Results for Cc1ccc(S(=O)(=O)N2CCC[C@H]2C(=O)Nc2ccccc2C)cc1 ?
OX1R antag-1: 6.9; OX1R antag-2: 47.5*

What do the screens show for `COc1cc(C(=O)NC2=C(C#N)CCC2)cc(OC)c1OC`?
OX1R antag-1: -5.1; OX1R antag-2: 8.9

What do the screens show for `O=C(c1ccc(COc2ccccc2Br)cc1)N1CCCCCC1`?
OX1R antag-1: -11.1; OX1R antag-2: 6.5

Results for Cc1ccc(S(=O)(=O)N(C)CC(=O)NCC(c2ccco2)N(C)C)cc1 (centres undefined) ?
OX1R antag-1: -25.4; OX1R antag-2: 8.5

Results for CCCN(CCC)CCNC(=O)CCC(=O)Nc1ccc2nc(N3CCOCC3)cc(C)c2c1 ?
OX1R antag-1: -24.7; OX1R antag-2: 13.1

Results for O=C(O)CCCNc1cc(N2CCC3(CC2)OCCO3)c2noc3c2c1C(=O)c1ccccc1-3 ?
OX1R antag-1: -0.1; OX1R antag-2: 65.0*

How did Cc1ccc(-c2nnc(CSc3nnc(C)s3)o2)cc1 do in these assays?
OX1R antag-1: -16.8; OX1R antag-2: 11.0

Results for COc1ccc(Cl)cc1N(CC(=O)NCCSCc1ccccc1)S(C)(=O)=O ?
OX1R antag-1: -31.2; OX1R antag-2: 13.7

What do the screens show for `CCN(CC)CCCN1C(=O)c2oc3ccccc3c(=O)c2C1c1cc(OC)ccc1OC` (centres undefined)?
OX1R antag-1: -17.0; OX1R antag-2: 4.3

How did CCSc1nnc(-c2c[nH]c3ccccc23)o1 do in these assays?
OX1R antag-1: 5.8; OX1R antag-2: 32.2

Results for O=C(CSc1nc(O)c(C(c2ccccc2)c2ccccc2)c(=O)[nH]1)N1CCOCC1 ?
OX1R antag-1: -4.0; OX1R antag-2: 20.9

Results for CCN1C(=O)[C@H]2[C@@H](c3ccc(-c4ccc(C(C)=O)cc4)cc3)N3CCCC[C@@]3(C(=O)OC)[C@H]2C1=O ?
OX1R antag-1: -37.4; OX1R antag-2: 36.2

How did C=C1CCC[C@]2(C)C[C@H]3OC(=O)C(CN(C)CC(OC)OC)[C@H]3CC12 (some centres undefined) do in these assays?
OX1R antag-1: -10.4; OX1R antag-2: 4.9

What do the screens show for `CC1Sc2ccc(S(=O)(=O)N3CCC(C(=O)NCC(C)c4ccccc4)CC3)cc2NC1=O` (centres undefined)?
OX1R antag-1: 15.4; OX1R antag-2: 18.6

What do the screens show for `CN(C)CC(C)(C)CNS(=O)(=O)c1cccc(Cl)c1Cl`?
OX1R antag-1: -18.3; OX1R antag-2: 10.7

Results for CCNC(=S)N(CCc1ccc(S(N)(=O)=O)cc1)C1CC(=O)N(c2ccccc2)C1=O (centres undefined) ?
OX1R antag-1: 3.6; OX1R antag-2: 1.9

Results for COC(=O)CSc1nc2ncccc2[nH]1 ?
OX1R antag-1: -5.0; OX1R antag-2: 4.5

What do the screens show for `CCOC(=O)N1CCN(C(=O)c2ccc3nc4ccsc4c(=O)n3c2)CC1`?
OX1R antag-1: -6.1; OX1R antag-2: 17.5

The order is random. About 2% of those tested had a hit in this group.
